S1P1 ag-PAM – S1P1 agonists and agonism potentiators, primary screen, cell-based, primary and confirmation screens, CRE-bla reporter. activation, % at 9.5 µM. Sphingosine 1-phosphate receptor 1 (Homo sapiens), P21453. S1P1 CRE-bla cells, forskolin, beta-lactamase FRET, potentiator mode; S1P1 agonist co-added at EC20, 2 nM; 100% = saturating reference agonist, 0% = basal. AID 449, 2006. 56,000 tested, 0.57% active;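 active = activation above a cutoff set at the mean activation of all tested compounds plus 3 SD, cut at about 54% in these data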;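 note: forskolin at 4 µM as EC80 and the EC20 agonist is SEW2871; 100% = SEW2871 at its EC100 plus forskolin at EC80; some compounds past the cut are filed as inactive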
Target sequence (P21453 whole entry, looked up): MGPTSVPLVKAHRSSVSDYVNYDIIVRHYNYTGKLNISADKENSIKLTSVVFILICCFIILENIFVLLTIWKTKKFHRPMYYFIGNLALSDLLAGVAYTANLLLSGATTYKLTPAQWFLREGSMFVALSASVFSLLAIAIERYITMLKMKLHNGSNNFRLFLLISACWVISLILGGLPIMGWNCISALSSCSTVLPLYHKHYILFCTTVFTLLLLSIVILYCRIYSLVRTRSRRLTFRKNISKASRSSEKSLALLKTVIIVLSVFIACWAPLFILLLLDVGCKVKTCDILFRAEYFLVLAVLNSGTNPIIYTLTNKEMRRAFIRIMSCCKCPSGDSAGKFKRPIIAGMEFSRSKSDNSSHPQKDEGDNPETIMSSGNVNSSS
S1P3 agonist – human S1P3 receptor agonists, primary screen, cell-based, primary and confirmation, NFAT-BLA reporter. Sphingosine 1-phosphate receptor 3 (Homo sapiens), Q99500. S1P3 NFAT-BLA reporter cells, agonism, FRET ratio; relative to 1 µM S1P, basal subtracted. activation, % at 4.5 µM. 60,000 tested, 0.1% active;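 active = activation above the screen-wide mean plus 3 SD, cut at about 4.5% in these data, passing the limit was not always enough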; note: some compounds called inactive have numbers as strong as hits
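Measure – % activation relative to 1 µM S1P (100%), per plate · System – stable CHO line with human S1P3, Gα16, NFAT-BLA reporter · Timing – cells plated overnight, compound 4 h 37 °C, substrate 2 h RT · Technique – fluorescent BLA substrate, ex 405 nm, em 460/535 nm ratio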
HTR1E agonist – 5-HT1E receptor agonists, primary screen, cell-based, HTS. CHO 5-HT1E Ga15 NFAT-bla reporter, FRET; 0% DMSO wells, 100% control agonist wells. activation, % at 6 µM. 65,000 tested, 0.69% active;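 active = activation above a set limit, the screen-wide mean activation plus 3 SD, cut at about 8.5% in these data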;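 note: 100% = positive control agonist at 1 µM giving full maximal response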
Target sequence (P28566 whole entry, looked up): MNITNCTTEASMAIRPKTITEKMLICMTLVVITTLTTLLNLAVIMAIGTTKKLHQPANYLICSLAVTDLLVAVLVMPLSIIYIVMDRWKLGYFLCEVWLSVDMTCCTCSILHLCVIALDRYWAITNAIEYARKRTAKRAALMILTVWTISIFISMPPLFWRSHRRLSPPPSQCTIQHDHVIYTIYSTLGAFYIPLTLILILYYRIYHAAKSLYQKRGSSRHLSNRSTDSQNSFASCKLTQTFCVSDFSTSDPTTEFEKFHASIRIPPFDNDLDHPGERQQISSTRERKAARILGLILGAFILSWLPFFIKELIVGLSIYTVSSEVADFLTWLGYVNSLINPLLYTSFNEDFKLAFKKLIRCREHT
D1 mod – D1 CRE-luciferase signal change, two-sided – cell-based, HEK293 D1, dopamine EC30, D1 allosteric modulator project, primary screen | D(1A) dopamine receptor (Homo sapiens), P21728 | 58,000 tested, 5.9% active | dopamine EC30 potentiation; actives deviate in either direction | B-score at 10 µM;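 active = luminescence count or its row- and column-corrected plate score outside the 99.7% band of the plate's sample wells, on either side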
5-HT1A blocker – human 5-HT1a receptor antagonists, primary screen, cell-based, CHO, Ga15 NFAT-bla reporter; 62,000 tested, 0.68% active; AID 612, 2007; inhibition, % at 10 µM; 5-hydroxytryptamine receptor 1A (Homo sapiens), P08908; CHO 5-HT1a Ga15 NFAT-bla reporter, antagonist mode;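 active = inhibition above the mean of all tested compounds plus 3 SD, cut at about 43% in these data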;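 note: receptor stimulated by 5-CT agonist at 100 nM near EC80; beta-lactamase reporter measured by ratiometric fluorescence of a cleavable substrate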
HTR1E antagonist – 5-HT1E receptor antagonists, primary screen, cell-based, HTS; CHO 5-HT1E Ga15 NFAT-bla reporter, FRET, antagonist; inhibition, % at 6 µM; 65,000 tested, 0.99% active;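 active = inhibition above a set limit, the mean inhibition across every tested compound plus 3 SD, cut at about 29% in these data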;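 note: signal is the 460 over 535 nm emission ratio of beta-lactamase substrate; 0% = agonist plus DMSO wells and 100% = wells without agonist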
Jurkat viability – cytotoxicity toward Jurkat T cells, primary screen, cytotoxicity control, cell-based, Jurkat E6.1, 60K MLSMR library; AID 463, 2006; Jurkat E6.1 viability, ATP luminescence, 48 h; 56,000 tested, 1.2% active; inhibition, % at 4 µM;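 active = inhibition above the mean inhibition of all tested compounds plus 3 SD, cut at about 28% in these data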
HTR1A agonist – human 5-HT1a receptor agonists, primary screen, cell-based, CHO, Ga15 NFAT-bla reporter. activation, % at 10 µM. CHO 5-HT1a Ga15 NFAT-bla reporter, FRET ratio; 0% basal, 100% maximal reference agonist. 5-hydroxytryptamine receptor 1A (Homo sapiens), P08908. AID 567, 2006. 65,000 tested, 0.56% active;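 active = activation above the screen-wide mean activation plus 3 SD, cut at about 19% in these data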;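 note: 0% = DMSO wells and 100% = 5-CT at EC100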
HEK293 NFkB inh – inhibitors of PMA/ionomycin-induced NF-kB reporter, primary screen, antigen receptor NF-kB inhibitor project, cell-based, HEK-293 luciferase reporter, luminescence; AID 465, 2006; 62,000 tested, 0.21% active; inhibition, % at 3 µM; HEK-293 NF-kB luciferase reporter;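 active = inhibition above the mean of all tested compounds plus 3 SD, cut at about 40% in these data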;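 note: 0% = stimulated DMSO wells and 100% = 10 µM reference inhibitor 5653914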
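Reagent: PMA plus ionomycin mix as NF-kB-activating stimulus. Assay system: NF-kB luciferase reporter HEK-293 cells. Technique: luminescence from luciferase substrate reagent. Incubation: 1 h compound pre-incubation, 16 h PMA/ionomycin at 37 °C. Benchmarks: DMSO only as uninhibited control, 10 µM reference inhibitor as full inhibition. Repeats: tested once.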
Starred values were filed as active, the others as inactive; . = not tested or not shown.

compound	S1P1 ag-PAM	S1P3 agonist	HTR1E agonist	D1 mod	5-HT1A blocker	HTR1E antagonist	Jurkat viability	HTR1A agonist	HEK293 NFkB inh
COc1ccc2c(c1)CCc1c(C(=O)N3CCc4ccccc4C3)noc1-2	23.9	-1.0	-1.4	-0.0994	-3.2	0.7	-3.9	-2.1	3.8
CN(C)S(=O)(=O)n1cnc2ccccc21	.	.	-1.2	-0.316	0.3	14.3	.	-4.1	16.9
O=C(Nc1ccc2c(c1)OCCO2)c1ccc(Cl)c(S(=O)(=O)N2CCOCC2)c1	1.7	-0.8	0.3	-1.51	-6.7	7.2	8.6	-2.7	9.1
O=S(=O)(c1cccc(C(F)(F)F)c1)N1CCC(O)(c2cccnc2)CC1	-9.2	-1.0	-1.1	-0.516	9.0	13.8	8.1	-0.7	12.0
COc1cccc(OCCCCSc2ncccn2)c1	2.0	-1.2	-0.1	.	1.5	11.6	-0.6	0.6	-2.0
O=C1NCCNC1(c1c[nH]c2ccccc12)C(F)(F)F (stereo not drawn)	-8.2	-0.6	-0.1	0.386	6.1	8.1	-7.0	-5.3	-0.2
S=c1nc(-c2cccc(Br)c2)[nH][nH]1	-32.4	-1.4	0.7	0.242	4.0	-3.9	2.1	-2.8	7.6
CC(C)(C)c1cc(C(=O)NCc2cccnc2)ccn1	-9.6	0.4	1.4	.	-9.0	-1.1	5.2	-1.6	14.5
CCCCN1C(=O)/C(=C2\SC(N3CCCCC3)=NC2=O)c2ccccc21	-53.1	-0.6	1.4	0.204	11.3	-2.7	0.4	8.1	-9.2
C=CCc1cccc2cc(C(=O)NC(C)(C)C)c(=O)oc12	.	0.5	-0.9	0.52	-11.9	5.2	-3.8	-0.6	16.5
CC1(C(=O)CSc2nc3ccccc3s2)CCC(=O)O1 (stereo not drawn)	-14.8	-1.2	-0.1	-1.42	.	-4.2	.	7.0	.
COc1cc(OC)cc(-c2nnc(SCC(=O)N(Cc3ccccc3)C(C)(C)C)o2)c1	21.3	-1.7	1.6	-0.0955	-29.4	-6.0	5.9	5.1	20.8
O=C1COc2ccc(C(=O)CSc3nnc(Cc4cccs4)n3-c3ccccc3)cc2N1	.	.	0.0	1.14	-20.8	18.0	.	2.8	7.9
O=C(O)CCC(=O)NC1CCCCC1NC(=O)CCC(=O)O (stereo not drawn)	6.2	-1.7	-0.4	-0.0822	-12.2	-13.3	1.7	1.5	14.9
Cc1ccc2cc(CN(Cc3ccco3)C(=O)C3CCCCC3)c(=O)[nH]c2c1C	-18.9	-0.7	0.1	0.392	1.5	-3.7	-7.7	-1.6	6.4
COC(=O)c1cc(NC(=O)CC2C(=O)NCCN2C(=O)c2ccccc2)cc(C(=O)OC)c1 (stereo not drawn)	11.1	-0.6	0.2	-0.0659	-3.4	8.2	-6.6	-3.1	10.4
COCCn1nnnc1C(c1ccccc1)N1CCN(Cc2ccc3c(c2)OCO3)CC1 (stereo not drawn)	-6.8	-1.0	0.2	0.0732	-20.1	-1.1	6.9	-2.1	-10.4
C=CCn1c(COc2ccc(Cl)cc2)nnc1SCC(=O)N1CC(=O)Nc2ccccc21	-7.3	-1.7	0.5	-0.896	-5.1	-14.7	5.6	-1.4	8.8
CC(C)n1c(Sc2nccn2C)nc2c1c(=O)n(C)c(=O)n2C	-9.8	-0.8	-0.4	1.53	-2.2	0.9	-6.1	-3.9	16.1
CCOC(=O)c1[nH]c2ccc(OC)cc2c1NC(C)=O	13.5	-0.9	-2.2	-0.245	-2.0	9.8	0.1	-3.2	0.3
O=C(CSc1nc2ccccc2c2nc3ccccc3n12)NCc1ccco1	-21.1	0.3	-0.1	.	-14.5	7.7	-5.0	0.1	25.2
CCN1CCN(C(=O)c2cc3c(s2)-c2ccccc2S(=O)(=O)C3)CC1	-22.1	0.3	-1.2	0.451	15.1	8.0	1.5	-3.4	10.5
Cc1ccccc1-c1c(C)oc2cc(O)ccc2c1=O	.	-0.8	-0.3	-1.01	19.6	9.6	9.6	-0.2	10.4
Cc1ccccc1NC(=O)NCc1ccco1	.	-0.8	0.3	0.336	7.8	-0.8	-4.5	-0.6	21.2
O=C1CCCC2=C1C1(CCCCC1)N=C(Nc1nc3ccccc3s1)N2	.	-0.2	-0.4	0.318	-0.7	3.2	5.4	0.4	15.1
CCOC(=O)CSCc1c(C#N)c2ccccc2n1C	-9.6	-0.6	-0.6	-0.253	-5.1	-2.6	-15.2	-1.4	7.6
C=CCn1c(=S)[nH]c2ccc(Br)cc2c1=O	-29.5	0.0	-1.2	1.47	-13.9	10.4	-2.1	-2.4	-9.7
O=C(CSc1nnc2ccccn12)c1ccc(OC(F)F)cc1OC(F)F	18.9	0.3	0.3	0.379	-2.1	-12.6	1.3	-1.9	1.6
OC(COCC1CC=CCC1)Cn1cnc2ccccc21 (stereo not drawn)	.	.	-1.1	.	2.4	-8.3	.	-1.6	22.1
COc1cccc(-c2nnc3n2N=C(c2cccc(Br)c2)CS3)c1	8.8	-0.1	0.6	0.681	1.7	20.0	-11.4	-2.4	1.6
Cc1nn(CC(=O)NCCc2ccccc2)c(=O)c2ccccc12	4.3	-1.1	-0.3	1.93	-8.3	13.5	7.9	-1.2	-11.9
CC(=O)c1c(N2CCCCC2)nc(=O)n(-c2ccccc2)c1C	1.5	-0.1	0.7	-0.191	-3.8	-9.0	5.7	0.6	18.9
Cc1nc(SCCO)c2oc3ccccc3c2n1	-57.0	-0.8	1.7	7.27*	-2.4	17.6	0.5	0.7	15.0
Cc1cccc(N2CCN(c3nc4ccccc4n4cnnc34)CC2)c1C	-21.4	-0.7	0.1	0.479	-9.9	-12.1	-4.0	-0.2	8.7
Cc1noc(C)c1COC(=O)CCC(=O)c1ccc(F)cc1	9.3	-0.9	-0.9	0.63	8.8	7.4	5.8	-2.0	10.0
COC(=O)C1CCCN1C(C(=O)NC1CCCCC1)c1ccc(Cl)cc1 (stereo not drawn)	-0.2	-1.5	-1.0	-1.3	34.6	11.3	-3.1	0.7	7.6
COc1ccc(NC(=O)NCCN2C(=O)C3C4C=CC(C4)C3C2=O)cc1 (stereo not drawn)	1.5	-0.3	-0.3	-0.186	4.9	2.8	-7.2	-2.1	9.0
O=C(NCC(c1cccnc1)N1CCOCC1)c1ccc2c(c1)OCO2 (stereo not drawn)	.	.	0.5	.	1.0	-1.7	.	-0.1	16.0
Cc1ccc(Cl)c(Nc2ccccc2C(=O)O)c1Cl	14.4	5.1	-0.8	-1.22	.	3.0	.	0.8	.
CC(C)(C)Nc1cccccc1=O	-25.8	-0.4	-0.5	0.218	-9.4	-2.3	-0.8	-0.8	13.7

Pulled by compound from the list above, two records:
compound	S1P1 ag-PAM	S1P3 agonist	HTR1E agonist	D1 mod	5-HT1A blocker	HTR1E antagonist	Jurkat viability	HTR1A agonist	HEK293 NFkB inh
Cc1ccc(Cl)c(Nc2ccccc2C(=O)O)c1Cl	14.4	5.1	-0.8	-1.22	.	3.0	.	0.8	.
Cc1nc(SCCO)c2oc3ccccc3c2n1	-57.0	-0.8	1.7	7.27*	-2.4	17.6	0.5	0.7	15.0

Next part
compound	S1P1 ag-PAM	S1P3 agonist	HTR1E agonist	D1 mod	5-HT1A blocker	HTR1E antagonist	Jurkat viability	HTR1A agonist	HEK293 NFkB inh
C=CCn1c(SCc2nc3c(c(=O)[nH]c(=O)n3CCCC)n2CCC)nnc1-c1ccccc1	-1.5	1.2	1.0	3.83*	-2.3	0.8	-6.9	2.3	16.3
O=C(Nc1ccc(C2CCCCC2)cc1)C1CCCN(c2ncccn2)C1 (stereo not drawn)	-12.7	0.5	-0.1	0.016	2.6	0.8	-6.1	-0.2	19.9
CCOC(=O)N1CCN(CC(=O)N2c3ccccc3CC2C)CC1 (stereo not drawn)	0.9	0.6	-0.1	.	-10.3	1.3	-6.3	-2.7	4.5
Cc1c(OCc2nn[nH]n2)ccc2c3c(c(=O)oc12)CCCC3	-7.3	-0.8	1.1	0.564	-16.0	4.5	0.2	-2.2	7.6
Cc1cc(C)cc(OCC(=O)Nc2cccc(-c3nnc(-c4ccco4)o3)c2)c1	.	0.5	0.3	-3.35*	-12.2	-8.5	-2.8	19.6*	-7.2
Nc1c(C(=O)NCCN2CCOCC2)c2nc3ccccc3nc2n1-c1ccc2c(c1)OCO2	-13.3	0.2	1.3	0.263	3.6	-1.4	-11.7	5.4	11.6
COc1ccc(Cc2nnc(SCC(=O)NC(C)c3ccccc3)o2)cc1 (stereo not drawn)	-19.2	-0.7	0.2	-1.45	-7.2	12.5	-3.8	-2.1	3.7
COc1ccccc1-c1nc(-c2ccccn2)no1	-17.8	1.1	1.1	-7.43*	3.2	-4.0	21.9	-0.5	7.2
O=C(O)Cc1ccc(C(=O)c2cccs2)s1	3.6	-1.4	-1.0	-0.39	0.5	6.0	-3.0	-1.7	18.0
Cn1c(C(=O)N2CCN(C(=O)c3ccco3)CC2)cc2c(=O)n(C)c3ccccc3c21	-34.1	1.0	0.3	0.386	-9.4	-10.8	1.6	1.7	5.8
CCOc1ccc(Nc2ncnc3c2cnn3-c2ccccc2)cc1	-26.1	-0.6	-1.3	1.31	1.0	0.0	-1.9	0.1	15.2
COc1cccc(CN2CCN(c3ncccn3)CC2)c1	-7.0	-1.9	0.3	0.233	12.7	-4.6	-8.1	0.2	15.4
COc1ccc(C2CCCN2C(=O)Nc2ccc(F)cc2)cc1OC (stereo not drawn)	-12.8	-0.2	-0.6	1.71	1.2	21.0	0.1	15.8	3.9
O=C(CN1C(=O)c2ccccc2S1(=O)=O)Nc1ccccc1C(=O)NCc1ccco1	-4.1	-1.7	0.3	0.025	3.3	3.6	-1.6	1.1	9.9
Cc1nc(NC(=O)C2CC2)sc1C(=O)N1CCCCC1	-1.6	0.7	-0.2	0.714	-6.5	-0.2	-1.7	-1.6	8.6
N#CCSc1nc(Nc2ccc3c(c2)OCO3)c2ccccc2n1	.	.	0.6	-0.512	-7.2	14.5	.	0.1	20.6
O=C(O)C=C1C2CC3CC(C2)CC1C3	-29.4	-0.9	0.2	0.401	-3.5	-1.1	-2.1	-3.7	7.3
S=C(c1ccc(-c2cc(Cl)ccc2Cl)o1)N1CCOCC1	-25.8	-1.1	-0.4	1.3	-4.9	3.7	-0.5	-4.9	2.0

Screening data: PubChem, several laboratories
